Screening data (PubChem)
CHRM1 PAM: positive allosteric modulators of human M1 muscarinic receptor. CHO-K1 hM1, Fluo-8 calcium fluorescence, ACh EC20; 0% = ACh EC20, 100% = maximal ACh. AID 588819. 0.088% of 360,000 active. activation, % at 3 µM; in the data active means activation above about 19%, passing the limit was not always enough
Target sequence (P11229 whole entry, looked up): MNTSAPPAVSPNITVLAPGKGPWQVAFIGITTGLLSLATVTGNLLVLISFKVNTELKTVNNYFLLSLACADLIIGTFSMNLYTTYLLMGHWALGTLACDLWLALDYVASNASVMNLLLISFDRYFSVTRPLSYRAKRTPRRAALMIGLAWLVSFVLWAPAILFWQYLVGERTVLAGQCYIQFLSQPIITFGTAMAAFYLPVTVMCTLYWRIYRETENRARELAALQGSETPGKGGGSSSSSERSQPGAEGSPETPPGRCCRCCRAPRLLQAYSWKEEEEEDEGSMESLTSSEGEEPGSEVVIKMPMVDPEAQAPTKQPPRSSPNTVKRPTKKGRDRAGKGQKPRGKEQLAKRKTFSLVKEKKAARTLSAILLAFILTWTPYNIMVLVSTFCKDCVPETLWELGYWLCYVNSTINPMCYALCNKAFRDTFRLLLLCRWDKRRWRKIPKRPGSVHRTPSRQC
CRFBP-R2 agonist: CRF-BP/CRF-R2 complex agonism; HEK293 CRF-R2/CRF-BP, calcium dye fluorescence (FLIPR); percent of saturating CRF peptide response; activation, % at 13.2 µM; 0.46% of 350,000 active; AID 588473;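 active means activation of at least 50%, plus an integration ratio under a set limit after plate pattern correction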;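 further: plate controls were neutral control wells without compound for no effect and CRF at EC100 for full effect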
CHRM4 agonist: agonists of human muscarinic M4 receptor (CHRM4); CHO-K1 hM4/Gqi5, Fluo-8 calcium fluorescence; vehicle 0%, full acetylcholine response 100%; AID 624127; P08173; 0.14% of 360,000 active; activation, % at 3 µM;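 active means activation above the run mean over all test wells plus 3 SD, cut at about 32% in these data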;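 further: peak over basal fluorescence ratio per well then scaled between controls; 0% = DMSO wells and 100% = acetylcholine at EC100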
Target sequence (P08173 whole entry, looked up): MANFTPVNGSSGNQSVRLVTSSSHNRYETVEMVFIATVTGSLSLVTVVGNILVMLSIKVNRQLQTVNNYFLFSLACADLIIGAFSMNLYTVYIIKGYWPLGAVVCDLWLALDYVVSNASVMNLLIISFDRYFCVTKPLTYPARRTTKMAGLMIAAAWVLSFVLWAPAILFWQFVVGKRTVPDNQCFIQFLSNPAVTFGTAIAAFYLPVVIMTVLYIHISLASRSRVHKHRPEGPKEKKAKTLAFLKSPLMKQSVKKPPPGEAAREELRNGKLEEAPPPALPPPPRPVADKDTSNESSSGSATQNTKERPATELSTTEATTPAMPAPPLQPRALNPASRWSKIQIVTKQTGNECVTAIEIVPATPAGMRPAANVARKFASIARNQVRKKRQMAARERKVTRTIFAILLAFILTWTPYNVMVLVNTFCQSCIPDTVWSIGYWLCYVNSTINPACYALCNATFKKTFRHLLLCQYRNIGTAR
CHRM5 agonist: agonists of human muscarinic M5 receptor (CHRM5). P08912. CHO-K1 hM5 cells, Fluo-8 calcium fluorescence; 0% DMSO wells, 100% maximal acetylcholine response. activation, % at 3 µM. 0.19% of 360,000 active. AID 624037;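 active means activation above the run's mean over test compounds plus 3 SD, cut at about 23% in these data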;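 further: signal is peak over basal fluorescence ratio across the kinetic read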
CHRM4 antagonist: blocks acetylcholine activation of human M4 receptor | inhibition, % at 3 µM | P08173 | AID 624125 | 0.73% of 360,000 active | CHO-hM4 cells, ACh EC80, Fluo-8 calcium fluorescence;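 active means inhibition above its plate's cutoff, the mean inhibition of sample wells plus 3 SD, cut at about 27% in these data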;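 further: 0% = acetylcholine EC80 with DMSO and 100% = DMSO without agonist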
CHRM4 PAM: CHRM4 positive allosteric modulation; CHO-K1 hM4/Gqi5, Fluo-8 calcium fluorescence, ACh EC20; 0% = ACh EC20, 100% = maximal ACh; 0.4% of 360,000 active; activation, % at 3 µM; P08173; AID 624126;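 active means activation above its plate's cutoff, the mean activation of sample wells plus 3 SD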; further: some results filed as inactive read as strong as hits
CHRM5 PAM: potentiates acetylcholine response at human M5 receptor; CHO-K1 hM5, Fluo-8 calcium, ACh EC20 PAM; 0% = ACh EC20, 100% = ACh EC100; activation, % at 3 µM; 0.3% of 360,000 active; P08912;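 active means activation above the run cutoff, the mean activation of all test compounds plus 3 SD, cut at about 18% in these data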
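Test system: CHO-K1 hM5 cells / Doses: single-point, 3 µM nominal / Times: Post-acetylcholine fluorescence recording 140 s / Technique: Fluo-8 calcium fluorescence / Measure: Max/basal fluorescence ratio as % of EC20–EC100 ACh window / Benchmarks: low control EC20 acetylcholine (0%), high control EC100 acetylcholine (100%) / Replicates: one well per compound, no replicates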
CRFR2-BP antag: antagonists of CRF-binding protein/CRF-R2 receptor complex; HEK293 CRF-R2/CRF-BP, CRF-induced calcium fluorescence; inhibition, % at 11.8 µM; 0.59% of 350,000 active; AID 588475;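 active means inhibition of the ligand-induced calcium signal above about 50% at the single tested concentration, limit read from the data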
M5 antag: CHRM5 antagonism in calcium assay; AID 624040; CHO-hM5 cells, Fluo-8 calcium fluorescence, ACh EC80; inhibition, % at 3 µM; 0.59% of 360,000 active;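 active means inhibition above a per-plate cutoff, the mean of that plate's test compounds plus 3 SD, cut at about 27% in these data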;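 further: 0% = acetylcholine EC80 with DMSO and 100% = DMSO without agonist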
The depositor's hits bear a star; / = not tested or not shown.

The opening 4 entries (preview)
Values run as follows: CHRM1 PAM, CRFBP-R2 agonist, CHRM4 agonist, CHRM5 agonist, CHRM4 antagonist, CHRM4 PAM, CHRM5 PAM, CRFR2-BP antag, M5 antag
- O=C(CNC(=O)c1cccs1)NCC(=O)OCc1ccc(Cl)cc1
→ 2, -0.8, 1, 2, -4, 0, -2, -2, 2
- COc1ccc(Br)c(Cn2c(C)c(C(=O)NCc3ccc(F)cc3)sc2=O)c1
→ -18, /, 15, -2, -11, -15, -19, /, 2
- CC(C)n1cc(CN2CCC(n3nccc3NC(=O)C3CCCC3)CC2)cn1
→ 4, -0.8, 0, -3, 7, 0, 3, 6, -11
- CCOc1ccc(NC(=S)NN(C)C(=S)Nc2ccc(OCC)cc2)cc1
→ 2, -0.1, 1, -2, 8, -3, -7, -6, 7

The listing, from the first entry:
Values run as follows: CHRM1 PAM, CRFBP-R2 agonist, CHRM4 agonist, CHRM5 agonist, CHRM4 antagonist, CHRM4 PAM, CHRM5 PAM, CRFR2-BP antag, M5 antag
- O=C(CNC(=O)c1cccs1)NCC(=O)OCc1ccc(Cl)cc1
→ 2, -0.8, 1, 2, -4, 0, -2, -2, 2
- COc1ccc(Br)c(Cn2c(C)c(C(=O)NCc3ccc(F)cc3)sc2=O)c1
→ -18, /, 15, -2, -11, -15, -19, /, 2
- CC(C)n1cc(CN2CCC(n3nccc3NC(=O)C3CCCC3)CC2)cn1
→ 4, -0.8, 0, -3, 7, 0, 3, 6, -11
- CCOc1ccc(NC(=S)NN(C)C(=S)Nc2ccc(OCC)cc2)cc1
→ 2, -0.1, 1, -2, 8, -3, -7, -6, 7
- CCN1CCCC1Cn1cnc2c([nH]c3ccc(OC)cc32)c1=O (configuration not stated)
→ -4, -0.7, 1, 1, 9, 8, 1, 8, -2
- N#Cc1c(-c2ccco2)cc(-c2ccc(F)cc2)nc1N
→ 12, -0.1, 0, 3, 6, -2, -3, -22, -3
- Cc1ccc(Nc2nc(-c3cccnc3)cs2)cc1C
→ 5, -1.5, -2, -8, 1, -1, -1, -8, 3
- CCc1nnc(NC(=O)c2ccc(OC)cc2)s1
→ 6, -0.2, 0, 3, 8, -10, -2, -7, 6
- Cc1ccc(NS(=O)(=O)c2ccc3[nH]c(=O)oc3c2)c(C)c1
→ 9, -2.1, 4, -2, -11, 8, 5, 9, -25
- CC(=O)C1=C(C)Nc2ncnn2C1c1ccc(F)cc1 (configuration not stated)
→ 13, -0.4, 1, -6, -11, -3, 2, -1, 1
- CC(C)NC(=O)NC(=O)CSc1nncn1C
→ 5, 4.7, 1, 0, 0, 7, -2, 10, -1
- CCCCN(C(=O)c1c(CC)noc1C)c1c(N)n(CCC)c(=O)[nH]c1=O
→ 4, 0.8, 1, 1, -17, 7, 7, 8, 1
- CCN(CC)S(=O)(=O)c1ccc(NC(=O)CNC2CCCCC2)cc1
→ 1, 2.0, 3, -3, 4, -5, -3, -10, 4
- O=[N+]([O-])c1ccccc1Oc1cnc2ccccc2n1
→ 9, 3.7, -1, 0, 2, 7, 1, 17, 1
- CS(=O)(=O)N1CCC(C(=O)Nc2ccc(OCc3ccccc3)cc2)CC1
→ 2, -2.5, 3, 3, -2, 5, -3, 8, -1
- CN(C)CCCNC(=O)C(=O)NCC(c1cccs1)S(=O)(=O)c1ccc(F)cc1 (configuration not stated)
→ 6, 5.3, 0, -1, -15, 10, -4, -15, 3
- Cn1c(Cc2ccc3c(c2)OCO3)nnc1SCC(=O)N1CCc2ccccc2C1
→ 5, -0.5, 0, -3, -1, -2, -4, -6, 0
- COc1ccc(/C=C2\SC(N3CCCCC3)=NC2=O)cc1OC
→ 1, -3.6, 0, -2, -4, -5, -3, -21, 1
- CCn1c(=O)c2c(nc3n2CCCN3c2cccc(C)c2)n(C)c1=O
→ 2, 0.1, 0, -9, -7, -9, 2, 2, 6
- S=c1[nH]nc(-c2cccnc2)n1/N=C/c1ccco1
→ -6, -1.5, 0, 3, -2, 0, 0, -7, -10
- CCC/C=N/NC(=O)c1cccc(Br)c1
→ 8, -1.2, 0, -4, 0, -2, -4, 35, -4
- CCOC(=O)n1cc(C(=O)c2ccccc2O)cn1
→ 14, 0.8, 0, -2, 8, 2, -2, 19, 11
- COc1ccc(CC(=O)NNC(=S)Nc2ccccc2)cc1Br
→ -2, 1.4, 2, -1, 0, -8, 0, 4, -2
- CN1CCN(c2ccccc2NC(=O)c2cc3c(s2)-c2ccccc2OC3)CC1
→ 4, 2.9, 3, -4, 9, -10, 0, -5, 1
- COc1ccccc1C(OC(=O)c1ccco1)C(=O)NCc1ccc(F)cc1 (configuration not stated)
→ 4, -0.2, 6, -3, -5, -5, -5, 0, 10
- CC(C)c1ccc(OCc2cccc(C(=O)N/N=C/c3cccnc3)c2)cc1
→ 0, -0.5, 3, 3, 10, -16, -2, -15, -1
- CCC1CCc2c([nH]c3ccccc3c2=O)O1 (configuration not stated)
→ 6, -1.9, 2, 0, -5, 3, 0, -16, 6
- C[N+]1=C(/C=C/Nc2ccccc2Cl)C(C)(C)c2ccccc21
→ -4, 5.8, 2, -3, 0, -2, 1, -12, 7
- CCc1ccc(N2CC(C(=O)OCc3csc(CC(=O)Nc4ccccc4C)n3)CC2=O)cc1 (configuration not stated)
→ 6, -1.8, 1, 2, -9, 6, 6, 16, 3
- Cc1ccc(C)c(Nc2nc3ccc(C)cc3n3cnnc23)c1
→ 20, 3.5, 1, -3, -2, 1, -2, -18, 18
- CC(=O)c1ccc(Nc2nc(C(N)CCc3ccccc3)cs2)cc1 (configuration not stated)
→ 3, /, 13, 4, -20, 3, -1, /, 3
- Cc1cc(=O)[nH]c(SCC(=O)c2ccccc2)c1C#N
→ 3, 2.5, 2, 3, -11, 34*, 6, -7, -5
- COC(=O)c1ccc(C2C(C#N)=C(N)Oc3cc(N)ccc32)cc1 (configuration not stated)
→ -1, 4.2, 2, 8, -5, -4, -4, -13, -3
- COC(=O)Nc1ccc(S(=O)(=O)NCc2ccccn2)cc1
→ 11, 0.9, 3, -2, 2, 4, 6, 5, 0
- O=C(NCc1nnc2n1CCCCC2)c1ccc(Cl)cc1Cl
→ 5, -1.0, 0, -2, -4, 5, 5, 0, 4
- Cc1ccc(NS(=O)(=O)c2ccc(CCC(=O)N3CCOCC3)cc2)cc1
→ -1, 3.4, 2, -1, 7, -1, -3, -5, 11
- CC(O/N=C/c1ccccc1OC(F)F)C(=O)Nc1cccc(S(=O)(=O)N2CCOCC2)c1 (configuration not stated)
→ 2, 0.1, 3, -1, 11, -12, -1, -1, 0
- CCCCn1c(N)c(N(CC(C)C)C(=O)CCN2C(=O)C3CC=CCC3C2=O)c(=O)[nH]c1=O (configuration not stated)
→ 3, -0.3, 1, -1, 0, 4, 0, 20, -6
- CC(=O)c1c2c3c(c(Br)ccc3n(C)c1=O)C(=O)c1ccccc1-2
→ -3, 5.8, 12, -3, -8, 4, -1, 12, 0
- CN1CCN([C@H]2CS(=O)(=O)N[C@@H]2COCc2ccccc2)CC1
→ 4, /, 0, -1, 1, -2, -2, /, -1

Nothing new here: entries from further up.
Values run as follows: CHRM1 PAM, CRFBP-R2 agonist, CHRM4 agonist, CHRM5 agonist, CHRM4 antagonist, CHRM4 PAM, CHRM5 PAM, CRFR2-BP antag, M5 antag
- CCCCn1c(N)c(N(CC(C)C)C(=O)CCN2C(=O)C3CC=CCC3C2=O)c(=O)[nH]c1=O (configuration not stated)
→ 3, -0.3, 1, -1, 0, 4, 0, 20, -6
- CC(=O)c1c2c3c(c(Br)ccc3n(C)c1=O)C(=O)c1ccccc1-2
→ -3, 5.8, 12, -3, -8, 4, -1, 12, 0
- CN1CCN([C@H]2CS(=O)(=O)N[C@@H]2COCc2ccccc2)CC1
→ 4, /, 0, -1, 1, -2, -2, /, -1

Next section
Values run as follows: CHRM1 PAM, CRFBP-R2 agonist, CHRM4 agonist, CHRM5 agonist, CHRM4 antagonist, CHRM4 PAM, CHRM5 PAM, CRFR2-BP antag, M5 antag
- CCCCn1c(=N)n(CC(O)COc2cccc(C)c2)c2ccccc21 (configuration not stated)
→ 1, -1.1, 15, 5, -9, -14, -7, -48, 3
- CCOc1ccccc1N(C(=O)CNC(=O)c1ccco1)C(C(=O)NC(C)(C)C)c1ccncc1 (configuration not stated)
→ 7, -0.6, 0, -1, -4, 5, 9, 0, -6
- O=C(O)C1CCCN1C(=O)OCc1ccccc1 (configuration not stated)
→ 4, 0.4, -1, -1, 5, 3, -3, -9, 3
- CC(=O)c1cc2c(ccc3ccccc32)oc1=O
→ 1, 0.7, 1, -1, 0, -2, -2, 9, 9
- CC(=O)c1ccc(Nc2nc(C(N)Cc3ccc(N)cc3)cs2)cc1 (configuration not stated)
→ 11, /, 1, 1, -16, 4, 4, /, -5
- c1ccc(-c2cn3c(n2)SCC3)cc1
→ 3, -0.5, 2, 0, 3, 6, -4, -1, 3
- O=C(CSCc1ccccc1)Nc1nccs1
→ 6, -9.3, 0, -2, -2, 0, -5, 21, 2
- CC(=O)NC(c1ccccc1)c1cc([N+](=O)[O-])c2cccnc2c1O (configuration not stated)
→ -2, -7.5, 1, 3, -5, 6, 22*, -3, -13
- COc1ccc(C2CC(c3cccs3)=NN2C(=S)Nc2ccccc2)cc1OC (configuration not stated)
→ 3, 1.7, 1, 1, 6, 12, 14, 30, -5
- CC(C)c1c(C(=O)N/N=C/c2ccc(-c3ccccc3)cc2)nnn1-c1nonc1N
→ -2, 1.0, 1, -1, 3, 4, 0, -7, 6
- Cc1ccc(NC(=O)CCS(=O)(=O)c2ccc3c(c2)NC(=O)C(C)S3)nc1 (configuration not stated)
→ -5, 0.0, 5, 1, -1, -2, 0, -6, 4
- COc1ccccc1Cc1c(-c2ccc(OC)c(OC)c2)nc2ccc(Br)cn12
→ 2, /, 1, -2, 7, 3, -6, /, 7
- Cc1cccc(N=N/C(=C\O)C(=O)c2ccc(Br)cc2)c1
→ -5, 1.1, 0, 0, -3, 2, 11, -16, -4
- COc1ccc2nc(-c3ccc(F)cc3)sc2c1
→ 13, 0.9, 0, 2, -4, 11, 5, 5, 6
- CCC(C(=O)NCCN1CCN(C)CC1)n1c(C)c2cnn(-c3ccccc3)c(=O)c2c1C (configuration not stated)
→ 11, 4.6, 1, 3, 3, 13, 1, -17, -6
- CCc1ccc2c(CN3CCc4cc(OC)c(OC)cc4C3)cc(=O)oc2c1
→ 3, 2.4, -1, -3, 10, 2, -2, -10, 0
- Cc1cc(C)cc(NC(=O)C2COc3ccccc3O2)c1 (configuration not stated)
→ -2, -3.2, -1, -6, -4, 0, -4, 21, 13
- CC1(C)S/C(=N/N=C/c2ccco2)NC1=O
→ 8, 2.8, 0, 3, 2, 11, 7, -11, -7
- O=c1c2sc(-c3ccccc3)cc2nc2n1CCCCC2
→ 0, 0.9, 3, -1, 2, -6, -3, -3, 0
- Oc1ccc(-c2nc(=S)[nH][nH]2)cc1
→ 0, 2.5, 0, 0, -1, -1, 1, -23, 4

Just CHRM4 agonist and M5 antag, for 2 of the compounds above:
| molecule | CHRM4 agonist | M5 antag |
| --- | --- | --- |
| CC(=O)c1cc2c(ccc3ccccc32)oc1=O | 1 | 9 |
| COc1ccc2nc(-c3ccc(F)cc3)sc2c1 | 0 | 6 |
